From PubChem
FBW7 act: activators of human E3 ligase FBW7. hit rate 0.13% among 650,000. AID 1259310. normalized activity (activation), % at 26.1 µM. AlphaScreen FBW7–phospho-cyclin E peptide binding, activator screen. Q969H0; in the data active = normalized activity above about 1.9%;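 note: purified mutant Fbw7 with reduced substrate affinity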
Target sequence (Q969H0 whole entry, looked up): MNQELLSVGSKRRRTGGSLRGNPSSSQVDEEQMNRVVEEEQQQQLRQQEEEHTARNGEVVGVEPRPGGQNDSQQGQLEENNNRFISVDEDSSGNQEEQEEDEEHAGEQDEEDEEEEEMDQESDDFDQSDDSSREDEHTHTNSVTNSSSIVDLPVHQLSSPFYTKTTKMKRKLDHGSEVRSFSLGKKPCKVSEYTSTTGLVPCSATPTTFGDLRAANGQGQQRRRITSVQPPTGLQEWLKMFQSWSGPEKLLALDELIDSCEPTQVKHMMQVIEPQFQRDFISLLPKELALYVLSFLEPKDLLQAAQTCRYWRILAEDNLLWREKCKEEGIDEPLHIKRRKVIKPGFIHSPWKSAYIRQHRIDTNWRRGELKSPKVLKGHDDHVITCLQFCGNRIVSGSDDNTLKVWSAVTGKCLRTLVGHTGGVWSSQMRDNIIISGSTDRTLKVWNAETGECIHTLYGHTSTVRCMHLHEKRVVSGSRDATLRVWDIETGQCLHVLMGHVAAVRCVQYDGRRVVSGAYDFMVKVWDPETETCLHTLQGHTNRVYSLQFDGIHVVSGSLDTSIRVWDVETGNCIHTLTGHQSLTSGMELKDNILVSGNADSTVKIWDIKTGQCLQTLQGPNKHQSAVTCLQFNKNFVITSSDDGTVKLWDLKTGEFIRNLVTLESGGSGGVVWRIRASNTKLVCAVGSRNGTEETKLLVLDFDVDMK
MITF primary: human MITF inhibition, primary screen. O75030. hit rate 0.91% among 650,000. inhibition, % at 2.6 µM. AID 1259374. AlphaScreen MITF homodimerization, bead proximity signal; in the data active = inhibition above about 50%;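 note: 0% = vehicle wells with protein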
TEAD-YAP inh: TEAD-YAP interaction inhibition; HEK-TIYL cells, TEAD-Gal4/YAP UAS-luciferase luminescence; inhibition, % at 9.12 µM; hit rate 1.4% among 640,000; AID 1259422; in the data active = inhibition above about 32%;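 note: 0% = median of test compound wells and 100% = reference inhibitor wells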
GPR151 activ: activators of human GPR151; Q8TDV0; PathHunter beta-arrestin GPR151 cells, luminescence; activation, % at 11.2 µM; hit rate 1% among 650,000; in the data active = activation above about 4.9%;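 note: 0% = median of compound wells and 100% = cells with positive control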
Target sequence (Q8TDV0 whole entry, looked up): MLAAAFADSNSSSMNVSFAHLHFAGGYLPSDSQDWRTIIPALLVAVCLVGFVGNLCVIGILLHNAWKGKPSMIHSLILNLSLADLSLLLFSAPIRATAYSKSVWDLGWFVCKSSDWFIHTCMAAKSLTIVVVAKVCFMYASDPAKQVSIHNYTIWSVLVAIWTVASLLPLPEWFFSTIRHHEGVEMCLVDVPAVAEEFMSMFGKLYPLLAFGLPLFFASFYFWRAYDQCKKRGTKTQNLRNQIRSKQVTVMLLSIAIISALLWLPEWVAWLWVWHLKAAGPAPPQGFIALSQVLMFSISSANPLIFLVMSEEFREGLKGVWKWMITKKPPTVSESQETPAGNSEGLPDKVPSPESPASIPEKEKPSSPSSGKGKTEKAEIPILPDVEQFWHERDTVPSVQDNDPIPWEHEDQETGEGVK
Starred values were filed as active, the others as inactive; & = joins results of further samples.

SMILES	FBW7 act	MITF primary	TEAD-YAP inh	GPR151 activ
CCCCCCCCCC(=O)NCC(=O)O	0.3	6	-3	0.1
O=C(CC1OCCN(Cc2ccccc2)C1=O)Nc1ccc2c(c1)OCO2 (stereo not given)	0.3	21	3	9.9*
COc1cc2c(cc1OC)C(COc1ccccc1OC)N(C(=O)c1ccc(OC(C)C)cc1)CC2 (stereo not given)	-0.1	-1	-1	1.8
Cc1ccccc1C(=O)N1CCN(c2cccc(Cl)c2)CC1	-0.1	-3	1	-0.2
COc1ccc(NC(=O)COC(=O)c2cc[n+]([O-])cc2)cc1OC	0.0	3	-7	1.7
Cc1cc(C(=O)N2CCCC2)ccc1[N+](=O)[O-]	0.1	8	-1	1.4
Cc1ccc(C(=O)N2c3cccc4cccc(c34)S2(=O)=O)cc1	-0.2	-3	8	-0.1
COc1ccc(S(=O)(=O)Nc2noc3ccccc23)cc1	0.0	5	8	-0.2
CCCCOc1cccc(NC(=O)CSc2nc(C)cc(-c3cccnc3)c2C#N)c1	-0.1	0	-6	0.9
C/C(=N\NC(=O)c1ccncc1)c1ccc(Cl)c(Cl)c1	-0.1	8	-14	-0.2
COCCNC(=O)c1ccc(C)nc1NCc1cccnc1	0.2	-6	1	-1.1
CC(C)Cc1nnc(NC(=O)c2ccc([N+](=O)[O-])cc2)s1	0.2	20	-16	-1.8
COc1ccc(CN2CCN3C(=O)[C@@H](CC(C)C)NC(=O)[C@H]3C2)cc1	-0.2	8	1	1.8
C=C(C)CSc1nc2sc(C)c(C)c2c(=O)n1-c1ccccc1	-0.1	0	6	-0.8
COc1ccc(S(=O)(=O)N2CCNCC2)cc1OC	0.3	9	6	-0.6
CCOC(=O)N1CCC(NC(=O)c2cc(=O)c(OCc3cccc(OC)c3)co2)CC1	0.1	-12	-6	0.2
Cc1ccc2c(c1)CCCN2CN1C(=O)c2ccccc2C1=O	0.1	-5	-5	-1.5
CCCC(C)NS(=O)(=O)c1ccc(OCC)cc1 (stereo not given)	0.1	7	11	-0.1
O=C(O)c1cccc2c1NC(c1ccccc1F)C1CC=CC21 (stereo not given)	-0.2	34	2	1.2
Cc1nc(SCC(=O)Nc2ccc(N3CCOCC3)cc2)c2c(C)c(C)sc2n1	-0.1	2	4	-1.3
CCOC(=O)CCSCc1nc2ccccc2c(=O)[nH]1	-0.1	2	2	1.4
Cc1nc(SCC2=C(C(=O)OC(C)C)C(c3ccccc3Br)C(C#N)=C(N)O2)c(C#N)c(C)c1C (stereo not given)	0.0	8	7	-0.1
Cn1c(=O)c2c(ncn2CC(=O)N/N=C/c2ccccc2F)n(C)c1=O	0.2	-1	2	-0.1
CCc1ccc(NS(=O)(=O)c2cc3c4c(c2)CC(=O)N4CCC3)cc1	-0.1	1	5	0.3
Cc1ccc(-c2cc(C(F)(F)F)n3nc(C(=O)N4CCCCCC4)c(Cl)c3n2)cc1	-0.1	6	-7	-0.8

Continued.
SMILES	FBW7 act	MITF primary	TEAD-YAP inh	GPR151 activ
O=C(CN1CCCCC1)NC(c1ccccc1)c1ccccc1	-0.2	53*	-6	-0.9
CCc1ccc(NC(=O)CSc2nnc3n(N)cnn23)cc1	-0.3	-23	-4	-1.1
CCOC(=O)C1CCCN(Cc2ccc3ccccc3c2)C1 (stereo not given)	-0.2	-5	2	0.7
O=C(CSc1nc2ccsc2c(=O)n1Cc1ccc2c(c1)OCO2)c1ccc(F)cc1	-0.1	1	-10	0.6
O=C(Nc1cc2ccccc2cc1NC(=O)c1cccs1)c1cccs1	0.3	9	-9	0.1
CCOC(=O)CCCNC(=O)CSc1nnc(Nc2ccc(C(C)C)cc2)s1	0.0	-1	-9	1.2
Cc1nnsc1C(=O)Nc1cccc(Br)c1	-0.1	6	1	0.1
Cc1ccc(C2=N/C(=C\c3sccc3C)C(=O)O2)cc1[N+](=O)[O-]	0.1	6	1	1.1
CS(=O)(=O)N1N=C(c2ccccc2)CC1c1ccco1 (stereo not given)	0.1	-4	-11	1.6
Cc1ccc(S(=O)(=O)CCOCCOCCOS(=O)(=O)c2ccc(C)cc2)cc1	0.0	-1	8	-1.1
Cc1ccc(NC(=O)CSC2=NC(=O)CS2)cc1	0.0	-12	12	-1.8
O=C(NC1CCCc2ccccc21)c1cc([N+](=O)[O-])cc([N+](=O)[O-])c1 (stereo not given)	-0.2	-1	6	-1.5
COc1cc(C(=O)OCC(=O)c2cc(C)n(CC3CCCO3)c2C)cc(OC)c1C (stereo not given)	-0.4	10	3	-0.1
CCOc1ccc(-n2nc(C(=O)Nc3nc4ccc(OC)cc4s3)c3ccccc3c2=O)cc1	0.0	7	-6	-0.7
COc1ccccc1N1CCN(c2nc(NCCO)c3cnn(C)c3n2)CC1	-0.1	5	36*	0.1
O=C(NCc1nnc(SCC(=O)N2CCCCC2)o1)c1c(F)cccc1F	0.0	-4	6	0.1
COC(=O)C1=C(C)NC2=C(C(=O)CC(c3cccs3)C2)C1c1ccc(OC)c(O)c1 (stereo not given)	0.5&0.1	18&15	-1&16	1.2&-0.2
Cc1ccc(NC(=O)c2ccc(Nc3nc(-c4ccccc4)c4cc(Br)ccc4n3)cc2)cc1	-0.2	7	9	0.4
CCn1nnc2c(N3CCN(CC(=O)Nc4ccc(OC)cc4)CC3)ncnc21	0.0	8	20	-1.1
CCOC(=O)Cn1c(=O)oc2cc(S(=O)(=O)Nc3cccc(C)c3)ccc21	1.3	11	-8	-0.4
O=C(COc1ccc(Br)cc1Br)Nc1ccc(Cl)cc1	-0.1	-8	-76	1.7
Cn1nccc1Nc1ncc(C(=O)Nc2ccc3c(c2)OCO3)s1	0.0	2	1	0.3
CCOc1c(Br)cc(Br)cc1/C=C1\SC(N)=NC1=O	0.1	14	1	0.6
CCOc1ccc(N=C(NN)c2ccc3ccccc3n2)cc1	0.0	2	94*	1.8
Cc1c(C(=O)Nc2ccccn2)sc2ncn(CC(=O)N3CCN(c4ccccn4)CC3)c(=O)c12	-0.1	-1	11	-1.1

(more compounds)
SMILES	FBW7 act	MITF primary	TEAD-YAP inh	GPR151 activ
O=C1OC(c2cccc(Br)c2)=N/C1=C\c1ccco1	-0.1	6	-8	0.4
N=C1/C(=C/c2ccco2)C(=O)N=C2SC(COc3ccccc3)=NN12	0.1	-17	4	-1.5
CC[C@@H]1NC(=O)[C@@H]2C[C@H](NCc3ccccc3F)CN2C1=O	-0.2	7	3	0.1
COc1cccc(/C=N/NC(=O)C(=O)NCc2cccnc2)c1O	-0.4	61*	6	-1.0
COc1cccc(CN2CCN(Cc3ccccc3O)CC2CCO)c1 (stereo not given)	0.0	-6	-7	8.1*
Cc1ccc(Nc2nc3ccc(C)cc3c(-c3ccccc3)c2C)c(C(=O)c2ccccc2)c1	-0.1	1	-8	0.3
CC(=O)c1ccc(N2CCCC2)c(F)c1	-0.1	-6	-3	2.1
CCOC(=O)C1CCN(C(=O)COc2ccccc2C#N)CC1	0.0	-4	8	1.0
COc1ccc(Cl)cc1N1C(=O)C(Cl)=C(Nc2ccc(C)cc2)C1=O	-0.1	0	0	-0.8
CN1C(=O)N(CC(=O)NC(c2ccccc2)c2ccccc2)c2cccnc2N1C	0.2	0	6	-0.4
CC1CCN(c2nc(-c3ccccc3O)nc3ccccc23)CC1	0.0	9	-1	1.2
O=C(NC1CC1)c1ccc(-c2ccc(C(=O)NC3CC3)s2)cc1	0.0	-7	-2	-9.4
O=C(O)c1ccc(CNCc2ccc(Cl)cc2)s1	-0.2	2	11	-0.2
CCCOc1cccc(C(=O)Nc2ccc3oc(-c4cccc5c(Br)cccc45)nc3c2)c1	-0.1	3	-3	0.4
CCOC(=O)C1NC(=S)N(c2ccc(CC)cc2)C1=O (stereo not given)	0.1	8	6	-1.5
C/C(=N\NC(=O)COc1ccc(C)cc1Br)c1cccc([N+](=O)[O-])c1	0.1	4	4	-0.3
CCCc1[nH]nc2c1C(c1ccc(N(CC)CC)cc1)C(C#N)=C(N)O2 (stereo not given)	-0.2	6	10	1.5
COc1ccc(N2C(=O)CC(NCCC34CC5CC(CC(C5)C3)C4)C2=O)cc1 (stereo not given)	0.0	3	15	2.1
COc1ccc(-n2sc3c(c2=S)-c2ccc(C)cc2NC3(C)C)cc1OC	0.0	15	2	0.9
O=C(NCC1CCC2(CCN(CC3CC=CCC3)CC2)O1)c1ccccc1 (stereo not given)	0.0	5	6	0.0
Cc1ccc(C(=O)Nc2nc3c(s2)CN(Cc2ccccc2)CC3)s1	-0.3	12	-35	-0.4
CCCCOc1ccc(-c2nnc(-c3ccc([N+](=O)[O-])cc3)o2)cc1	0.0	15	-17	-0.1
CCOC(=O)c1ccc2nc(NC(=O)c3ccc([N+](=O)[O-])cc3)sc2c1	0.1	-23	30	-2.5
COc1cc(CN2CCN(S(=O)(=O)c3ccc(F)cc3)CC2)cc(OC)c1O	-0.1	39	5	0.7
CC1=C(C(=O)Nc2ccccc2)C(c2ccccc2O)NC(=S)N1 (stereo not given)	-0.1	8	3	1.6

(cont.)
SMILES	FBW7 act	MITF primary	TEAD-YAP inh	GPR151 activ
COc1cc(NC(=O)c2cc(OC)c(OC)c(OC)c2)ccc1NC(=O)c1cccs1	-0.1	-3	3	0.6
CCc1ccc(-c2nc(N)sc2CC(=O)O)cc1	-0.2	2	-22	-0.4
COC1=C2C(N)=Nc3oc(C(C)(C)C)nc3C2c2ccc(OC)cc2N1 (stereo not given)	0.1	9	-6	1.3
NS(=O)(=O)c1ccc(NC(=O)COC(=O)c2cc3ccccc3oc2=O)cc1	-0.3	-5	-11	-0.8
O=C(NCCN1CCNCC1)C(=O)NCc1ccc(Cl)cc1	0.0	-1	14	-0.3
CSc1nnc2c(n1)OC(c1ccccc1OCc1ccccc1)N(C(C)=O)c1ccccc1-2 (stereo not given)	-0.2	-4	7	0.0
Cc1ccc(C)c(NC(=O)CCCn2c3ccccc3c(=O)c3cc(C)ccc32)c1	0.1	-1	-1	2.0
COc1cc(Br)cc(/C=C2/NC(=O)N(c3ccccc3)C2=O)c1OC	0.0	10	1	-1.1
COc1cc(OC)cc(C(=O)OC/C(O)=C(\C#N)c2nc3ccccc3[nH]2)c1	0.1	4	5	0.7
Cc1cccc(C(=O)Nc2sccc2C(N)=O)c1	-0.1	-8	-43	-2.5
COc1cc(NC(C)=O)cc2sc(NC(C)=O)nc12	-0.1	-6	-28	1.6
C[C@H]1NC(=O)[C@@H]2C[C@H](NC(=O)c3cc(C(C)(C)C)nn3C)CN2C1=O	-0.1	6	4	0.0
COc1ccccc1NC(=O)N1CCCC1C(=O)Nc1ccc2c(c1)OCO2 (stereo not given)	0.1	2	-2	-0.6
Cc1c(-c2cccc(NC(=O)C3CCCCC3)c2)nc2ncccn12	0.1	2	-5	1.4
COc1ccccc1C1SCCN1C(=O)c1ccc([N+](=O)[O-])cc1 (stereo not given)	0.3	20	3	0.2
Cc1c(CN2CCC3(CC2)NC(=O)c2ccccc2O3)c(=O)n(C)c(=O)n1C	-0.1	2	2	3.2
Cc1ccc(OCC(=O)Nc2ccc3c(c2)N(CC(C)C)C(=O)C(C)(C)CO3)cc1	0.0	3	-4	-2.6
CCN1C(=O)CC(C(=O)O)SC1=Nc1ccc(Cl)cc1 (stereo not given)	0.1	9	12	2.8
O=C(Nc1cccc(Cl)c1)c1nn2c(C(F)(F)F)cc(-c3ccc(Br)cc3)nc2c1Cl	-0.1	0	-1	-0.3
COc1cccc(NS(=O)(=O)c2cc(Br)cc3c2N(C(C)=O)CC3)c1	-0.2	2	1	0.2
COC(=O)c1c(NC(=O)c2ccccc2)sc2c1CCC2	0.2	14	10	-0.7
N#Cc1ccccc1NC(=O)CN1CCN(S(=O)(=O)c2ccccc2[N+](=O)[O-])CC1	0.1	1	6	0.6
COC(=O)C1=C(C)N(C2CCCCC2)C(=O)/C1=C\c1ccc([N+](=O)[O-])cc1	0.4	5	8	0.1
CCc1c(C)nc2c(OC)cccc2c1SCC(=O)O	0.0	9	5	-0.6
Cc1cc(=O)n2nc(N(C)CC(=O)NCCc3ccc(Cl)cc3)sc2n1	-0.1	7	-9	0.9
CCC(C(=O)NCCN(CC)c1ccccc1)n1c2ccccc2c2nc(=O)cc(C)n21 (stereo not given)	0.0	12	-2	0.1

Rewritten with bars between the fields: entries from further up
Molecule | FBW7 act | MITF primary | TEAD-YAP inh | GPR151 activ
COc1ccccc1C1SCCN1C(=O)c1ccc([N+](=O)[O-])cc1 (stereo not given) | 0.3 | 20 | 3 | 0.2
Cc1c(CN2CCC3(CC2)NC(=O)c2ccccc2O3)c(=O)n(C)c(=O)n1C | -0.1 | 2 | 2 | 3.2
Cc1ccc(OCC(=O)Nc2ccc3c(c2)N(CC(C)C)C(=O)C(C)(C)CO3)cc1 | 0.0 | 3 | -4 | -2.6
CCN1C(=O)CC(C(=O)O)SC1=Nc1ccc(Cl)cc1 (stereo not given) | 0.1 | 9 | 12 | 2.8
O=C(Nc1cccc(Cl)c1)c1nn2c(C(F)(F)F)cc(-c3ccc(Br)cc3)nc2c1Cl | -0.1 | 0 | -1 | -0.3
COc1cccc(NS(=O)(=O)c2cc(Br)cc3c2N(C(C)=O)CC3)c1 | -0.2 | 2 | 1 | 0.2
COC(=O)c1c(NC(=O)c2ccccc2)sc2c1CCC2 | 0.2 | 14 | 10 | -0.7
N#Cc1ccccc1NC(=O)CN1CCN(S(=O)(=O)c2ccccc2[N+](=O)[O-])CC1 | 0.1 | 1 | 6 | 0.6
COC(=O)C1=C(C)N(C2CCCCC2)C(=O)/C1=C\c1ccc([N+](=O)[O-])cc1 | 0.4 | 5 | 8 | 0.1
CCc1c(C)nc2c(OC)cccc2c1SCC(=O)O | 0.0 | 9 | 5 | -0.6
Cc1cc(=O)n2nc(N(C)CC(=O)NCCc3ccc(Cl)cc3)sc2n1 | -0.1 | 7 | -9 | 0.9
CCC(C(=O)NCCN(CC)c1ccccc1)n1c2ccccc2c2nc(=O)cc(C)n21 (stereo not given) | 0.0 | 12 | -2 | 0.1
